SENP1 inh: inhibitors of human SENP1 SUMO protease catalytic domain. AID 624204. Q9P0U3. inhibition, % at 10 µM. recombinant SENP1 catalytic domain, CyPet-SUMO1-YPet FRET cleavage. 0.21% of 360,000 active;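 active = inhibition at least 30% at 10 µM, raw YFP signal under a set limit, fluorescence ratio 0.5 to 1.5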;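 note: 0% = enzyme with DMSO and 100% = no enzyme wells; some results filed as inactive read as strong as hits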
Target sequence (Q9P0U3 419-644 limits assumed): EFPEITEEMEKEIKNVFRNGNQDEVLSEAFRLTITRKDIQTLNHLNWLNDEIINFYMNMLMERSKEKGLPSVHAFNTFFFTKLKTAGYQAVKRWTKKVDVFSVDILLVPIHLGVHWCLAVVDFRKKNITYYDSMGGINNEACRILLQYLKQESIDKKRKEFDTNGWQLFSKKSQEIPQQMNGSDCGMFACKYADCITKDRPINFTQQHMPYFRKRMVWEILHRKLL
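Material – human SENP1 catalytic domain · Input – SENP1 enzyme, 20 pM final · Compound dosing – single concentration of 10 µM compound, 0.5% DMSO final · Timing – enzyme reaction for 50 min at room temperature, dark · Measured by – FRET fluorescence in CFP and YFP emission channels · Control set – no-enzyme wells low, DMSO-plus-enzyme wells high control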
hIAP activ: human IAP activation; P09923; purified human IAP, CDP-Star luminescence, 30 min; active compounds read high; 1 = vehicle-only enzyme, 0 = enzyme-free background; activation factor at 10 µM; 0.16% of 330,000 active;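 active = activation factor of the enzyme at least 2-fold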; note: the source names both 10 and 20 µM as test concentration; values of inactives mirror those of a sister screen read the other way
Target sequence (P09923 whole entry, looked up): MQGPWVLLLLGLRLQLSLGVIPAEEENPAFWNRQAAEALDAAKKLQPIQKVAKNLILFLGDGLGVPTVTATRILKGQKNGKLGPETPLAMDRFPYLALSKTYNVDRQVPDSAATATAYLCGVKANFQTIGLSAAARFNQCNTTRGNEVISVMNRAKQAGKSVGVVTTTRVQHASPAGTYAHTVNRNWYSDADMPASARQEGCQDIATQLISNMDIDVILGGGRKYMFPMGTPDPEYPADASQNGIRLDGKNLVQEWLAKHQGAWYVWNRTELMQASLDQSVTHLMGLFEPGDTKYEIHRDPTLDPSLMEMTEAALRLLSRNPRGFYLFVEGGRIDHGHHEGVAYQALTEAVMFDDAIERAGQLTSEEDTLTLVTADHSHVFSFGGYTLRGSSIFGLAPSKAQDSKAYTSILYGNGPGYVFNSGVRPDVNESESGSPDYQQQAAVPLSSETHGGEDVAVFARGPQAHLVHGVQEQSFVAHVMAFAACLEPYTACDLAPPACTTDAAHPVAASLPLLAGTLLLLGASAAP
mIAP inh: blocks mouse intestinal alkaline phosphatase. purified mouse IAP, CDP-Star luminescence, 30 min. inhibition, % at 10 µM. 0.2% of 330,000 active;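 active = inhibition of at least 40% at 10 µM in the primary screen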;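 note: plate controls were DMSO with enzyme for no effect and no enzyme wells for full effect; values of inactives mirror those of a sister screen read the other way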
NLRP3 yeast inh: blocks the NALP3 inflammasome reconstituted in yeast; 0.39% of 330,000 active; Yeast reconstituted NLRP3/ASC/caspase-1, beta-gal luminescence, 24 h; inhibition, % at 10 µM; AID 2825;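 active = inhibition of 50% or more; inactive = inhibition below 50%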;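 note: plate controls were induced DMSO wells for no effect and uninduced yeast grown without galactose for full effect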
beta cell repl: induces beta-cell replication in MIN6 cells. 0.29% of 330,000 active. AID 2380. MIN6 cells proliferation, ATPlite luminescence, 48 h; cells starved in 0.2% serum; 100% = growth in 10% serum. proliferation, % at 10 µM;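 active = compounds whose signal lies at least 3.5 SD above the mean of all wells on their plate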;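 note: 0% = DMSO-treated cells in low-serum medium and 100% = 10% serum control; some compounds called inactive have numbers as strong as hits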
hIAP block: blocks human intestinal alkaline phosphatase. P09923. purified IAP, CDP-Star luminescence, 30 min. inhibition, % at 10 µM. 0.12% of 330,000 active. AID 2544;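 active = inhibition reaching a set limit with compound at 10 µM in the primary screen, cut at about 35% in these data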;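 note: plate controls were DMSO wells with enzyme for no effect and no-enzyme buffer wells for full effect; values of inactives mirror those of a sister screen read the other way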
A3A deaminase: inhibitors of human APOBEC3A DNA deaminase. recombinant A3A, FAM/TAMRA ssDNA deamination fluorescence. inhibition, % at 20 µM. 0.41% of 330,000 active. P31941;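 active = at least 40% inhibition at 20 µM here, with at most 30% in a related deaminase screen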;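 note: plate controls were A3A with DMSO for no effect and wells lacking A3A enzyme for full effect; some results filed as inactive read as strong as hits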
Target sequence (P31941 whole entry, looked up): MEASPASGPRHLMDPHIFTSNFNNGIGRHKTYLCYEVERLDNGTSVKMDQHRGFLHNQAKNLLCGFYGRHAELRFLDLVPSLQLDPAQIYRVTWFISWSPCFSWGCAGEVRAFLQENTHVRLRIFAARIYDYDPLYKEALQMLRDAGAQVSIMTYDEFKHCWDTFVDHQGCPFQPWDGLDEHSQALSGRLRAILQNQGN
APOBEC3G inh: inhibitors of human APOBEC3G DNA deaminase; recombinant A3G, ssDNA deamination FAM/TAMRA fluorescence; inhibition, % at 20 µM; Q9HC16; 0.28% of 330,000 active;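 active = inhibition of at least 40% at 20 µM, with no more than 30% in the related APOBEC3A deaminase screen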;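 note: plate controls were DMSO wells with A3G for no effect and wells lacking A3G enzyme for full effect; some compounds called inactive have numbers as strong as hits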
mIAP act: increases mouse intestinal alkaline phosphatase activity. muIAP, CDP-Star luminescence, 30 min; active compounds read high; 1 = vehicle-only enzyme signal, 0 = enzyme-free wells. activation factor at 10 µM. 0.24% of 330,000 active;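 active = activation factor of at least 2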; note: the source names both 10 and 20 µM as test concentration; values of inactives mirror those of a sister screen read the other way
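System: mouse IAP enzyme. Reagent: CDP-Star chemiluminescent phosphatase substrate. Benchmarks: DMSO wells, no-enzyme wells. Times: 30 min enzyme-substrate-compound incubation at room temperature. Detection: luminescence from enzymatic CDP-Star hydrolysis. Doses: test compounds delivered from DMSO solution.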
Starred values were filed as active, the others as inactive; · = no result given. An excerpt; the hit share may differ from the screen's.

The first three compounds (preview)
SMILES	SENP1 inh	hIAP activ	mIAP inh	NLRP3 yeast inh	beta cell repl	hIAP block	A3A deaminase	APOBEC3G inh	mIAP act
COc1ccccc1C(=O)NC(CCSC)C(=O)NCCCSc1ccccc1 (configuration not stated)	2	1.2	5	3	-5	-19	-2	-6	0.95
CNS(=O)(=O)c1cccc(C(=O)OCC(=O)Nc2ccc(OC)cc2[N+](=O)[O-])c1	2	1.1	-11	22	0	-10	5	-2	1.1
C=C(C)Cn1c(N(CCO)Cc2ccccc2)nc2c1c(=O)[nH]c(=O)n2C	2	0.81	5	9	3	19	-1	-4	0.95

Results, from the start:
SMILES	SENP1 inh	hIAP activ	mIAP inh	NLRP3 yeast inh	beta cell repl	hIAP block	A3A deaminase	APOBEC3G inh	mIAP act
COc1ccccc1C(=O)NC(CCSC)C(=O)NCCCSc1ccccc1 (configuration not stated)	2	1.2	5	3	-5	-19	-2	-6	0.95
CNS(=O)(=O)c1cccc(C(=O)OCC(=O)Nc2ccc(OC)cc2[N+](=O)[O-])c1	2	1.1	-11	22	0	-10	5	-2	1.1
C=C(C)Cn1c(N(CCO)Cc2ccccc2)nc2c1c(=O)[nH]c(=O)n2C	2	0.81	5	9	3	19	-1	-4	0.95
COc1ccc(C2CC2/C(C)=N/OC(=O)c2ccc(F)cc2)cc1 (configuration not stated)	0	0.89	-2	25	1	11	-3	-3	1
CCC(C)OC(=O)c1cc(C)nc2c(Br)cc(Br)cc12 (configuration not stated)	4	0.93	10	6	-6	7	-3	-2	0.9
COc1cc(/C=N/n2c(C)n[nH]c2=S)ccc1OCc1ccccc1	2	0.9	-1	22	0	10	0	10	1
CCCCCCOc1ccc(/C(C)=N/NC2=NCCN2)cc1	1	1.1	-6	29	-4	-6	-1	-6	1.1
Cc1nc(S(=O)(=O)N(C)c2ccccc2)c(C#N)c(C)c1Cl	0	0.99	-3	15	-2	1	1	-1	1
Cc1cc(C)cc(OCC(=O)OCC(=O)Nc2cc(C)nn2-c2ccccc2)c1	2	1.1	3	12	2	-8	2	-2	0.97
COc1ccc(CCNC(=O)CC2(CC3=NS(=O)(=O)c4ccccc4N3)CCCC2)cc1OC	3	1.2	6	0	10	-22	-7	-7	0.94
CCC(=O)c1cn(CC(=O)Nc2ccccc2Cl)c2ccccc12	-1	1.3	21	13	-4	-31	1	5	0.79
COc1cc2c(cc1OC)C(c1cccnc1)CC(=O)N2 (configuration not stated)	0	0.89	0	18	-2	11	-4	-9	1
CC(C)(C)c1ccc(OCCC(=O)NC2=NCCS2)cc1	-1	1	0	17	0	-4	-4	-5	1
Cc1ccccc1NC(=O)CNc1ccc(Cl)c(C(F)(F)F)c1	4	0.83	-5	12	-2	17	0	-4	1.1
CCOc1ccc(N2C(=O)Nc3ccc(Br)cc3C2(O)C(=O)NCCCN(C)C)cc1 (configuration not stated)	0	0.84	-1	6	-3	16	-5	-9	1
CCCCN1C(=O)c2ccc(C(=O)Nc3ccc(S(=O)(=O)N(C)C)cc3)cc2C1=O	-1	0.95	-7	15	0	5	1	-4	1.1
Cc1cccc(N=C2N=C(N)c3ccccc32)c1	2	1.1	3	7	-4	-5	-1	-7	0.97
CC(=O)Nc1ccc(C(=O)COC(=O)C2CC3CCCC(C2)C3=O)cc1 (configuration not stated)	0	1.1	-6	13	-2	-11	-4	3	1.1
CCOc1ccc2nc(Nc3nc4ccc(NC(C)=O)cc4s3)sc2c1	-94	1.8	-30	9	-5	-83	-1	-6	1.3
CCOC(=O)C1(CC2CCCCO2)CCN(C(=O)Nc2ccccc2CC)CC1 (configuration not stated)	3	1	12	-8	0	-4	1	-2	0.88
C=CCNc1nc(-c2sc(NC(=O)CC)nc2C)cs1	-1	1.1	11	14	-3	-9	-1	-3	0.89
CCn1cnc2cc(NCc3ccccc3Cl)ccc21	0	1.1	9	20	2	-9	-4	-8	0.91
CC(=O)Nc1cccc(NC(=O)Nc2ccc(C)c(Cl)c2)c1	0	1.2	-111	16	-3	-18	1	-8	2.1*
Cc1ccccc1-c1nc(S(=O)(=O)c2ccc(Cl)cc2)c(NCCN2CCOCC2)o1	0	1.1	5	15	1	-11	6	0	0.95
COc1cc(OC)c(C2CC(=O)N3CN(c4ccccc4C)CSC3=C2C#N)cc1OC (configuration not stated)	·	1.1	20	21	-3	-9	0	44*	0.8
O=C1CCCC2=C1C(c1cccs1)Nc1ccc3ncccc3c12 (configuration not stated)	-19	0.89	10	-9	1	11	3	-5	0.9
Cc1cccc(-n2nc3c(c2NC(=O)c2ccc4c(c2)OCO4)CS(=O)(=O)C3)c1C	4	0.88	-7	9	-1	12	-5	-6	1.1
CCn1c(SC(C)C(=O)N2CCOCC2)nc2sc(C)c(C)c2c1=O (configuration not stated)	1	1	3	9	-1	0	0	-7	0.97
O=C(NCc1ccc(F)cc1)C1CCN(c2cnccn2)CC1	1	1	-9	6	0	-4	2	2	1.1
CCOC(=O)C1CCN(S(=O)(=O)c2cc(Br)cc3c2N(C(=O)C2CC2)CC3)CC1	2	0.99	5	8	1	1	-1	-1	0.95
O=C(CCCc1ccccc1)NCc1cn2ccsc2n1	3	0.98	-4	-4	0	2	-1	-9	1
CCc1ccc(C2CC(c3ccc(F)cc3)Nc3nc(N)nn32)cc1 (configuration not stated)	1	0.92	12	11	4	8	3	-4	0.88
O=C(NCCF)C1Nc2ccc(OC(F)(F)F)cc2C2C=CCC12 (configuration not stated)	1	0.74	1	24	3	26	-4	-9	0.99
CC(C)(C)OC(=O)N1CCC(c2cc(=O)n3[nH]cc(C(=O)NC4CCCC4)c3n2)CC1	3	0.84	0	6	5	16	5	2	1
Cn1c(CC(=O)Nc2ccccc2Cl)nnc1SCC(=O)NC1=NCCS1	1	0.95	-2	15	-4	5	-5	-15	1
CSc1nc(N)nc2c1ncn2CC(=O)N1CCN(c2ccccn2)CC1	1	1.1	-9	3	2	-7	-5	-8	1.1
COc1cc(OC)cc(-c2nc3ccccc3s2)c1	1	1.1	-2	32	-3	-14	3	0	1
O=C(Cn1cnc2cc([N+](=O)[O-])ccc2c1=O)Nc1cccc2ccccc12	-25	1.2	-1	9	-4	-24	2	-8	1
Cc1ccc(NC2=NC(C(=O)Nc3ccc(C)c(C)c3)CC(=O)N2)cc1 (configuration not stated)	0	1.1	7	9	1	-10	-5	-5	0.93
CC(C)C(=O)NCC(c1ccc2c(c1)OCO2)N1CCOCC1 (configuration not stated)	1	1	2	8	0	-2	-6	-2	0.98
CC1(C)CC(=O)C(C=NCCN2CCN(C(=S)NC3CCCCC3)CC2)=C(O)C1	2	0.98	13	10	-1	2	-7	-4	0.87
Nc1nc(N2CCN(C/C=C/c3ccccc3)CC2)nc2ccccc12	2	0.87	1	29	-3	13	0	13	0.99
CCOC(=O)N1CCN(C(=O)CSc2ccc(-c3ccncc3)nn2)CC1	3	0.94	2	-12	-3	6	0	-12	0.98
Cc1c([N+](=O)[O-])c(N)nn1C	4	0.97	2	5	0	3	-2	-2	0.98
Cc1ccc(NCc2nnc(SCC(=O)Nc3ncc(C)s3)n2Cc2ccco2)c(C)c1	-4	1	10	-2	-1	0	-3	-4	0.9
Cc1ccc(C)c(S(=O)(=O)n2cnc3ccccc32)c1	3	0.97	-2	11	-2	3	2	-4	1
CCOC(=O)c1cnc(-c2ccccc2)nc1Oc1ccc(Cl)cc1	0	1	7	16	0	-5	-5	-10	0.93
CC(C)CNC(=O)C1CCN(c2ccc(S(=O)(=O)N3CCOCC3)cc2Cl)CC1	1	0.97	2	-20	-3	3	0	-2	0.98
CSc1ccccc1C(=O)NCc1ccc(C)cc1	5	0.96	-7	3	-1	4	-1	-7	1.1
Cc1ccc2nc(C3CCN(S(=O)(=O)c4ccc5ccccc5c4)CC3)[nH]c2c1	1	1.4	-42	14	-5	-37	0	-4	1.4
COc1ccccc1CN1CCCCC1C(=O)O (configuration not stated)	-1	0.99	-6	-1	-1	1	4	7	1.1
Nc1nc(SCc2nc(-c3ccccc3)no2)[nH]c(=O)c1-c1ccccc1	2	1	2	3	2	-4	-1	-7	0.98
Cn1c(=O)[nH]c(=O)c2c1[nH]c(=S)n2Cc1ccccc1	1	1	0	14	6	-3	-5	-10	1
O=C(CSc1nc2ccccc2nc1N1CCCCC1)Nc1ccc(F)cc1	-4	0.89	8	21	-7	11	2	0	0.92
COc1cc(/C=N/Nc2nc(N3CCCC3)nc(N3CCCC3)n2)ccc1OCc1ccccc1F	0	0.97	-4	14	-4	3	-1	-5	1
COC(=O)c1cncc(C)c1	1	0.95	-4	13	-2	5	-1	0	1
CC[C@]1(C(=O)OC)[C@H]2C(=O)N(C)C(=O)[C@H]2[C@H]2CN=C(SCC3CC3)N21	3	·	3	·	·	·	12	6	0.97
COc1ccc(OC)c(NC(=O)CSc2nn3c(=O)c(C)nnc3s2)c1	1	1	8	5	-5	0	-3	-8	0.92
COc1ccc(NC(=O)C2=NN(C3CCS(=O)(=O)C3)C(=O)CC2)cn1 (configuration not stated)	-1	1.1	-3	5	0	-10	15	-7	1
N#CCCn1cc(C(=O)Nc2ccccc2Br)c(-c2cc3ccccc3o2)n1	2	1	6	23	-1	-4	8	-1	0.94

Following part.
SMILES	SENP1 inh	hIAP activ	mIAP inh	NLRP3 yeast inh	beta cell repl	hIAP block	A3A deaminase	APOBEC3G inh	mIAP act
COc1ccc(C2=Nn3c(nnc3-c3cccnc3)SC2)cc1OC	1	0.92	6	-1	2	8	-3	-9	0.94
CN(C)CC#CCC(O)(c1ccccc1)c1ccccc1	1	1	-1	9	-1	-2	-1	-8	1
CCOc1cc(C(=O)N2CCN=C2SC)cc(OCC)c1OCC	1	0.91	3	17	-2	9	-2	-2	0.97
Cn1cccc1-c1nc2ccccc2[nH]1	0	1.1	-1	16	-2	-6	-1	-3	1
CCn1cc(CNC(=S)Nc2cccc(Cl)c2C)cn1	3	0.93	2	15	-2	7	3	-2	0.98
COc1ccc(-c2c/c(=N\c3nc(-c4ccccc4)c(C)s3)c3ccccc3o2)cc1O	24	0.79	6	21	-3	21	-4	-2	0.94
COc1cc(/C=N/NC(=O)c2ccc([N+](=O)[O-])cc2Cl)cc(Br)c1O	1	1.2	1	12	-2	-21	-1	-6	0.99
Oc1ccc(N=C/C=C/c2ccc(Br)cc2)cc1-c1nc2ccccc2s1	·	1.1	9	25	0	-5	1	1	0.91
O=C(CSc1nc(-c2ccco2)cc(C(F)(F)F)n1)N1CCN(Cc2ccccc2)CC1	-4	1	16	1	6	-4	-4	-9	0.84
Cc1ccc(-c2cc(C(=O)N3CCN(c4ccccc4O)CC3)c3ccccc3n2)cc1	2	1	5	11	-7	-3	-3	0	0.95
Cn1c(Cn2c(=O)sc3ccccc32)nnc1SCC(=O)NC1CCCC1	2	0.79	18	9	-2	21	-2	-8	0.82
Nc1scn[n+]1Cc1cccc2cccnc12	2	0.97	-1	7	2	3	4	1	1
COC(=O)C1=C(C)n2nnnc2NC1c1ccc(Cl)cc1 (configuration not stated)	-1	1	1	21	-2	-3	2	3	0.99
COCCNC(=O)CN(C(=O)CCC(=O)Nc1ccccn1)c1ccc(OC)cc1	0	1.1	-4	1	0	-14	-11	-7	1
Cc1cc(NC(=O)c2ocnc2C)no1	3	1.1	4	15	-2	-6	-1	-4	0.96

Screening data from PubChem.
